Hep lipid drop – hepatic lipid droplet formation modulation | 240,000 compounds, 0.4% hits | inhibition, % at 6.5 µM | AML12 mouse hepatocytes, oleate lipid droplets, BODIPY imaging;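 active means lipid droplet intensity inhibited by at least 50%, with more than 500 cells counted; inconclusive means wells with under 300 cells, treated as cytotoxic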
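Material – mouse AML12 hepatocyte cell line, fixed after treatment · Compound dosing – one dose, 6.5 µM compound · Times – compound with oleate, overnight · Measured by – Image-based BODIPY and DAPI two-channel analysis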
AID2073 – disruptors of CaV2.2 binding to Mint1 – biochemical, HTRF (AID 2073); inhibition, % at 20 µM, or IC50 in µM where a hit was titrated; HTRF protein-protein interaction, Mint1-CaV2.2; higher % means a stronger effect; 290,000 compounds, 0.19% hits; in the data active means inhibition mostly above about 51%, no sharp cut-off; inconclusive means no clear call, values can overlap the other calls; inactive means mostly below about 53%; further: some results filed as inactive read as strong as hits
NOD2 inhibition – NOD2 signaling inhibitors, cell-based, luminescence, uHTS, HEK293 (AID 1566); inhibition, % at 4 µM; hits with a dose series show EC50 in µM; 290,000 compounds, 0.63% hits; HEK293 NOD2/NF-kB luciferase reporter, luminescence; higher % means a stronger effect; further: many of its hits are not listed in these tables
SIAH1 antagonists – Siah-1 peptide-binding antagonists, primary screen, biochemical, fluorescence polarization, rhodamine-plectin, uHTS (AID 1817); Siah-1 / rhodamine-plectin peptide fluorescence polarization; higher % means a stronger effect; one-dose displacement, % at 20 µM; IC50 in µM for titrated hits; 290,000 compounds, 0.02% hits;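 active means displacement of at least 50% at 20 µM, with a fluorescence ratio check between 0.3 and a set limit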;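 further: plate controls were Siah plus tracer with DMSO for no effect and tracer alone without Siah for full effect; strong numbers were not always called active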
HIV peptide binding – inhibitors of HIV fusion peptide binding, primary screen, biochemical, uHTS, fluorescence dequenching (AID 1986); 290,000 compounds, 0.3% hits; inhibition, % at 20 µM, or IC50 in µM where a hit was titrated; cell-free peptide binding, fluorescence dequenching, 30 min; higher % means a stronger effect; in the data active means inhibition mostly above about 52%, no sharp cut-off; inactive means mostly below about 76%; further: some results filed as inactive read as strong as hits
XIAP displacement – small molecules displacing peptide from XIAP – biochemical, IAP family, fluorescence polarization (AID 1018) | XIAP BIR domain, fluorescence polarization peptide displacement; higher % means a stronger effect | displacement, % at 20 µM, or IC50 in µM where a hit was titrated | 200,000 compounds, 0.007% hits; in the data active means displacement above about 50%; further: a part of the inactive calls stands beside numbers as strong as those of hits
Myeloid diff 2 – myeloid differentiation induction; 360,000 compounds, 1% hits; ER-HoxA9 myeloid progenitors, lysozyme-GFP differentiation, flow cytometry; AID 624256; calls only at 10 µM;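 active means normalized GFP-positive differentiation at or above the plate's own cutoff, the solvent-only control mean plus 3 SD; inconclusive means no clear call, values can overlap the other calls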;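 further: cells exposed to compound for four days before flow analysis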
Dengue-2 NS5 capping – Dengue-2 NS5 methyltransferase inhibitors, primary screen, biochemical, confirmation dose response (AID 588689). Dengue-2 NS5 methyltransferase capping enzyme assay, biochemical; higher % means a stronger effect. inhibition, % at 25 µM; hits with a dose series show IC50 in µM. 340,000 compounds, 0.3% hits; in the data active means a potency from the dose series; inconclusive means inhibition above about 29% without an active follow-up result
LYP phosphatase – inhibitors of LYP phosphatase, biochemical, fluorescence intensity, uHTS (AID 1779). recombinant LYP phosphatase, fluorescence intensity; higher % means a stronger effect. inhibition, % at 11.5 µM, or IC50 in µM where a hit was titrated. 290,000 compounds, 0.054% hits;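 further: plate controls were vehicle with enzyme for no effect and no enzyme for full effect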
Hep lipid drop cells 6.5 µM – further read-out of Hep lipid drop, marked with its call; cell count; measured here: cell count, cytotoxicity flag;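 cells counted across two imaged fields per well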
Dengue-2 NS5 capping pilot replicate – second read-out of Dengue-2 NS5 capping, no call of its own (marks repeat the call); inhibition, %; measured here: pilot screen replicate inhibition
Myeloid diff 2 GFP+ MAC1+ % – second read-out of Myeloid diff 2, no call of its own (marks repeat the call); GFP+ MAC1+ double positive, %; measured here: differentiation confirmed by MAC1 staining
The depositor's hits bear a star; i = inactive; ? = inconclusive; · = not tested or not shown. Unless noted, no stated cut-off is given here; in the data, active means inhibition above about 50%; inactive means the rest. Only part of the results is shown; count on the stated rates, not on these rows.

SMILES	Hep lipid drop	Hep lipid drop cells 6.5 µM	AID2073	NOD2 inhibition	SIAH1 antagonists	HIV peptide binding	XIAP displacement	Myeloid diff 2	Myeloid diff 2 GFP+ MAC1+ %	Dengue-2 NS5 capping	LYP phosphatase	others
O=C(NC1CC2CCCC(C1)N2C(=O)Nc1ccccc1)c1ccccc1 (configuration not stated)	12	852	8%	0%	1%	1.2%	·	·	·	0%	-4%
Cc1cc(C(F)F)n2nc(C(=O)Nc3ccc(S(=O)(=O)NC45CC6CC(CC(C6)C4)C5)cc3)nc2n1	2	742	4%	-3%	-4%	1.1%	-5.5%	i	7.3	-3%	8%
c1ccc(Nc2ncnc3[nH]ncc23)cc1	-3	712	1%	30%	5%	2.8%	·	i	0.4	·	-6%
C=CCNC(=O)c1nc2ccccc2s1	-4	739	-2%	-44%	-1%	0.0%	-8.9%	i	0.4	-4%	-1%
COC(=O)CSc1nnc(NC(=O)CCc2ccccc2)s1	-9	709	0%	2%	-1%	-0.4%	·	i	0.5	-5%	-10%
Cc1cc(C)cc(N(CC(=O)Nc2ccc(C(F)(F)F)cc2)S(=O)(=O)c2c(C)[nH]c(=O)[nH]c2=O)c1	9	746	3%	-39%	4%	12%	·	i	0.5	-6%	-2%
CC(=O)NCCc1nc2ccccc2n1Cc1ccc(Cl)cc1	-2	705	-1%	5%	2%	0.0%	-3.5%	i	0.4	-7%	-8%
CC[C@@H]1[C@H]2CCCC(=O)N3CC[C@@H](C[C@@H]1OC(=O)Nc1ccccc1)[C@@H]23	-2	758	6%	9%	13%	0.9%	·	i	1.2	-5%	-8%
COc1ccccc1C(C)NCC(=O)Nc1c(F)cccc1F (configuration not stated)	-2	703	1%	6%	8%	1.4%	-5.9%	i	0.1	-2%	-6%
CCCSc1nnc(NC(=O)Cc2ccc(OC)c(OC)c2)s1	-2	706	10%	19%	-4%	0.4%	-8.3%	i	0.4	-7%	-4%
COc1ccc(N(C(=O)c2ccn[nH]2)C(C(=O)NC2CCCC2)c2ccc(F)cc2)cc1 (configuration not stated)	25	796	1%	0%	2%	0.0%	·	i	0.4	-1%	-2%
CN1C(=O)/C(=C/c2ccc(OCc3ccc(C(=O)O)cc3)c(Cl)c2)NC1=S	4	779	0%	34%	-1%	49%	·	i	0.3	12%	-4%	Dengue-2 NS5 capping pilot replicate=1.8
O=C(N/N=C/c1ccc(OCC(=O)N2CCCCC2)cc1)c1ccccc1O	11	657	18%	11%	18%	10%	0.1%	i	0.3	-3%	0%
O=C(CNC(=O)N1CC(=O)Nc2ccccc21)Nc1ccccc1F	18	726	9%	4%	-6%	-0.7%	·	i	2.1	-9%	-6%
CCOC(=O)c1c(C)nc2ccc(Cl)cc2c1-c1ccccc1	-2	624	3%	7%	5%	2.2%	-1.5%	·	·	-5%	-1%
O=C(O)CCc1ccc(-c2ccccc2)n1-c1cccc(C(=O)O)c1	-5	843	24%	-14%	-4%	8.5%	·	i	0.8	9%	2%
CCOC(=O)C1=C(C)Nc2nc(=S)[nH]n2C1c1ccc(Cl)cc1 (configuration not stated)	·	·	-11%	20%	-6%	-2.4%	-2.5%	i	0.3	-10%	-1%
CCn1c(SCC(=O)Nc2ccccc2C(=O)OC)nnc1-c1ccoc1C	·	·	-5%	8%	4%	1.7%	5.7%	i	0.8	0%	-10%
Cc1nn(C(=O)CCC(=O)NCc2ccc(OC(C)C)cc2)c2ccccc12	-7	737	4%	0%	3%	0.0%	·	i	1.0	12%	-10%
O=C(CSc1nnc(CCc2nc3ccccc3[nH]2)n1-c1ccccc1)NCc1ccco1	4	751	1%	-6%	0%	1.8%	-4.4%	i	3.3	1%	0%
CCCCC(=O)Nc1ccc2c(c1)nc(CCN1CCN(C)CC1)n2C	2	764	4%	16%	2%	-1.3%	·	i	0.2	1%	-2%
Cc1ccc(S(=O)(=O)N2CCCC2=O)c(C)c1N(C)S(C)(=O)=O	-3	814	3%	-6%	10%	-0.5%	·	i	0.3	·	-6%
O=C(NCCCCc1ccccc1)Nc1ccc(F)cc1	-8	872	-6%	-8%	0%	2.7%	·	i	0.9	-5%	-9%
O=C1NC(NS(=O)(=O)c2ccc(Cl)cc2)(C(F)(F)F)C(=O)N1CCc1ccccc1 (configuration not stated)	-4	639	12%	-18%	-3%	3.5%	·	·	·	·	-8%
CC12CCC(C/C1=N/O)C2(C)CBr (configuration not stated)	20	666	6%	10%	-2%	2.3%	·	i	0.7	-4%	-2%
CCn1c(C)nc2cc(C(=O)N/N=C/c3ccc(O)cc3)ccc21	21	686	-3%	-5%	5%	0.5%	-3.3%	i	0.8	-6%	-4%
COCCCNC(=O)[C@H](CSCc1ccccc1)N1Cc2ccccc2C1=O	14	779	-3%	15%	8%	-0.3%	·	i	0.3	-8%	-6%
Cn1c(=NC(=O)C2CC2)sc2cc(F)cc(F)c21	·	·	-2%	-36%	-2%	1.6%	-21%	i	1.0	-2%	-2%
CCN1CCN(C(=O)c2ccc(OCC(=O)Nc3ccc(F)cc3)c(OC)c2)CC1	-2	719	48%	10%	0%	-0.7%	-6.6%	i	0.7	6%	-6%
FC(F)(F)c1ccc(Sc2nnc(-c3cccs3)n2CC2CCCO2)nc1 (configuration not stated)	-3	672	1%	9%	3%	0.7%	-2.6%	i	0.7	0%	-4%
C=CCN(Cc1ccc(OC)c(OC)c1)C(=O)c1cc2cc(F)ccc2[nH]1	0	752	3%	5%	11%	-0.3%	·	i	0.3	-13%	-6%
CC1CCCC(NC(=O)CSc2ncccc2C(=O)O)C1C (configuration not stated)	26	669	-6%	-4%	-2%	1.2%	-3.4%	i	1.0	-2%	0%
CC1CCCN(Cc2c(O)ccc3c4c(c(=O)oc23)CCCC4)C1 (configuration not stated)	5	741	33%	10%	11%	0.2%	·	i	0.4	-8%	-44%
CCCC(=O)NC(NC(=S)Nc1ccc(N=Nc2ccccc2)cc1)C(Cl)(Cl)Cl (configuration not stated)	3	644	-12%	7%	1%	-1.9%	-8.5%	i	0.4	3%	4%
Cc1cc(NC(=O)COC(=O)CSc2nc3cc(Cl)ccc3n2Cc2ccccc2)no1	·	·	4%	13%	-4%	-1.4%	-4.8%	i	1.7	0%	-4%
CC1=C(C(=O)c2ccccc2)C(c2ccc(OC(F)F)cc2)NC(=S)N1 (configuration not stated)	-21	672	4%	0%	2%	-0.4%	-6.9%	i	0.6	-6%	8%
CN(C(=O)C1CCCO1)c1nnc(-c2ccncc2)s1 (configuration not stated)	-2	634	5%	8%	1%	-0.8%	-2.4%	?	·	-3%	-2%
CC(C[N+](C)(C)C)OC(=O)C1(c2ccccc2)CCCC1 (configuration not stated)	-7	706	-1%	-6%	-3%	-2.4%	·	i	0.7	-6%	-4%
Nc1c(C(=O)O)nnn1Cc1ccccc1	6	873	4%	-3%	1%	1.3%	-2.9%	i	1.0	4%	-6%	Dengue-2 NS5 capping pilot replicate=-1.2
O=C(C1COc2ccccc2O1)N1CCN(c2ccccc2)CC1 (configuration not stated)	·	·	-1%	-15%	7%	1.3%	-8.5%	i	1.1	-2%	5%
Cn1cc(S(=O)(=O)NCc2ccc(Cl)cc2)c(=O)n(C)c1=O	29	687	0%	8%	3%	1.1%	·	i	0.9	-3%	2%
COc1ccc(NC(=O)Cn2nnc(C(=O)NCc3ccccc3OC)c2N)cc1Cl	12	635	9%	6%	13%	1.5%	-8.0%	i	0.8	-8%	-3%
Cc1sc2ncnc(NCC(O)c3ccc([N+](=O)[O-])cc3)c2c1C (configuration not stated)	2	702	-4%	52%*	1%	1.0%	·	?	·	-7%	3%
CCOc1ccc(Cl)cc1CSc1n[nH]c(C)n1	0	686	1%	-13%	5%	0.5%	-3.2%	i	0.0	·	-11%
CC1CCN(C(=O)C2(NC(=O)Nc3cccc(F)c3)CCCCC2)CC1	14	776	-4%	12%	6%	0.6%	-4.0%	i	0.6	-1%	-7%

Part of the list above in order of number of heavy atoms, highest first:
SMILES	Hep lipid drop	Hep lipid drop cells 6.5 µM	AID2073	NOD2 inhibition	SIAH1 antagonists	HIV peptide binding	XIAP displacement	Myeloid diff 2	Myeloid diff 2 GFP+ MAC1+ %	Dengue-2 NS5 capping	LYP phosphatase	others
Cc1cc(NC(=O)COC(=O)CSc2nc3cc(Cl)ccc3n2Cc2ccccc2)no1	·	·	4%	13%	-4%	-1.4%	-4.8%	i	1.7	0%	-4%
COc1ccc(NC(=O)Cn2nnc(C(=O)NCc3ccccc3OC)c2N)cc1Cl	12	635	9%	6%	13%	1.5%	-8.0%	i	0.8	-8%	-3%
CCCC(=O)NC(NC(=S)Nc1ccc(N=Nc2ccccc2)cc1)C(Cl)(Cl)Cl (configuration not stated)	3	644	-12%	7%	1%	-1.9%	-8.5%	i	0.4	3%	4%
C=CCN(Cc1ccc(OC)c(OC)c1)C(=O)c1cc2cc(F)ccc2[nH]1	0	752	3%	5%	11%	-0.3%	·	i	0.3	-13%	-6%
CC1CCN(C(=O)C2(NC(=O)Nc3cccc(F)c3)CCCCC2)CC1	14	776	-4%	12%	6%	0.6%	-4.0%	i	0.6	-1%	-7%
CC1CCCN(Cc2c(O)ccc3c4c(c(=O)oc23)CCCC4)C1 (configuration not stated)	5	741	33%	10%	11%	0.2%	·	i	0.4	-8%	-44%
CC1CCCC(NC(=O)CSc2ncccc2C(=O)O)C1C (configuration not stated)	26	669	-6%	-4%	-2%	1.2%	-3.4%	i	1.0	-2%	0%
CC(C[N+](C)(C)C)OC(=O)C1(c2ccccc2)CCCC1 (configuration not stated)	-7	706	-1%	-6%	-3%	-2.4%	·	i	0.7	-6%	-4%
CN(C(=O)C1CCCO1)c1nnc(-c2ccncc2)s1 (configuration not stated)	-2	634	5%	8%	1%	-0.8%	-2.4%	?	·	-3%	-2%
CCOc1ccc(Cl)cc1CSc1n[nH]c(C)n1	0	686	1%	-13%	5%	0.5%	-3.2%	i	0.0	·	-11%

Further records follow:
SMILES	Hep lipid drop	Hep lipid drop cells 6.5 µM	AID2073	NOD2 inhibition	SIAH1 antagonists	HIV peptide binding	XIAP displacement	Myeloid diff 2	Myeloid diff 2 GFP+ MAC1+ %	Dengue-2 NS5 capping	LYP phosphatase	others
CCOC(=O)C1=C(N)OC2=C(C(=O)CCC2)C1c1ccco1 (configuration not stated)	·	·	5%	-6%	-5%	-1.1%	-5.4%	i	1.6	12%	-3%
Cc1cc2c(C)nc3ccccc3c2o1	·	·	4%	-5%	3%	1.8%	-3.6%	i	0.6	2%	-2%
O=[N+]([O-])c1ccc(O)c(C=Nc2ccc3oc(Cc4ccc(Cl)cc4)nc3c2)c1	11	684	33%	-46%	-6%	19%	-6.0%	·	·	·	4%
CCCCc1nc2sc3c(SCCN(C)C)ncnc3c2c2c1CCC2	7	769	6%	13%	6%	1.3%	·	i	1.0	3%	-9%

Assay outcomes (PubChem BioAssay)
